High-throughput results deposited in PubChem BioAssay by National Center for Advancing Translational Sciences (NCATS).
Nrf2 activator = Nrf2 pathway activation | AREc32 ARE-luciferase reporter (MCF7-derived line), luminescence, 24 h | Potency, µM (titrated, usually from 46.1 µM), inactives show at the highest dose activation, most hits filed as activators | 0.31% of 410,000 active | AID 624171; note: potency is the fitted concentration of half-maximal effect; % of control where 0% means no effect; nearly all actives have a fitted effect of over 65% in size
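Luminescent ARE reporter assay in AREc32_Fluc cells: overnight plating at 37 deg C, 24 hr compound incubation, Steady-Glo added, 30 min RT before reading.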
EPAC2 ag = activates human EPAC2 exchange factor. EPAC2 activation, biochemical qHTS; response scale: 100% = 6.5 mM cAMP response. Potency, µM (highest dose often 154 µM), without a hit: at the highest dose activation, hits mostly activators. 0.079% of 360,000 active. Q8WZA2; note: potency is the fitted concentration of half-maximal effect; nearly all actives have a fitted effect of over 50% in size
Target sequence (Q8WZA2 whole entry, looked up): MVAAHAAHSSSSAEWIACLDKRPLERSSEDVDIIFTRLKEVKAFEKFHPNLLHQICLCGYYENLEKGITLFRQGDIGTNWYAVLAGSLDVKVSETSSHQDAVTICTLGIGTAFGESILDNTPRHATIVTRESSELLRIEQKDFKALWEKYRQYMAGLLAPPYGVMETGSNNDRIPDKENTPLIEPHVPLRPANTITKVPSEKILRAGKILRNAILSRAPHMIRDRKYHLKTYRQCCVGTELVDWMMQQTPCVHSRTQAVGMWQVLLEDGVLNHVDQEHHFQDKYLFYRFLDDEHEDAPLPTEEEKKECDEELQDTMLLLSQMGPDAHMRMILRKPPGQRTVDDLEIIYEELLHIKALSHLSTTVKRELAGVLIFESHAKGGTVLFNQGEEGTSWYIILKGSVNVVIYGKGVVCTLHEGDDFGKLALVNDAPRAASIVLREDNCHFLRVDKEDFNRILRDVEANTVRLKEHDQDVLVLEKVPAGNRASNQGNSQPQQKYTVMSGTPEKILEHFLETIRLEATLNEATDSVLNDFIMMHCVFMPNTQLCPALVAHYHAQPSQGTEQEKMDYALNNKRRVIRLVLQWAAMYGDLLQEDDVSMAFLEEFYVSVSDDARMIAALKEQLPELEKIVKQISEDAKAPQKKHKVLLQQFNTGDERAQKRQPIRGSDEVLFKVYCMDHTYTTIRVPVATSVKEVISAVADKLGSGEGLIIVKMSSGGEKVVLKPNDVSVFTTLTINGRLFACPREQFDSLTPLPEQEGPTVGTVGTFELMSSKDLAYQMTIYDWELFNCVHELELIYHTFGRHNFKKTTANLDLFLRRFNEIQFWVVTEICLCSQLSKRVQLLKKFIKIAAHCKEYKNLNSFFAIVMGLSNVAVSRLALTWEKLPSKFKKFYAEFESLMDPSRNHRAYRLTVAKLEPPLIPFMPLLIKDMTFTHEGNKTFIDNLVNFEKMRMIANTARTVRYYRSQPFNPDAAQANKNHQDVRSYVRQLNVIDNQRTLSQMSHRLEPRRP
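Each well held 100 nM EPAC2, 250 nM RAP1B-BODIPY-GDP and 50 uM GDP. Fluorescence, read at 5-min intervals to 30 min, was referenced to a 6.5 mM cAMP positive control.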
HepG2 viability = counter-screen for TGF-b inhibitors: cytotoxicity in HepG2 cells; 0.76% of 410,000 active; AID 588856; Potency, µM (top dose mostly 46.1 µM), inactives show at the highest dose activity change, negative = cytotoxicity, usual class: cytotoxic; HepG2 CAGA-GFP viability, ATP luminescence, 18 h; note: potency is the fitted concentration of half-maximal effect; some results filed as inactive show a strong effect at the top dose
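CellTiter-Glo luminescence gave cytotoxicity after 18 hours at 37 degrees C. The cells were HepG2 CAGA-GFP in 1% FBS DMEM, stimulated with 500 pg/mL TGF-beta after compound addition. %Activity was normalised to no-cell wells (complete cell-killing) and DMSO (no toxicity), and curves were fitted and classified.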
Nrf2 block = blocks Nrf2 signaling; A549 ARE-Fluc reporter, luciferase luminescence, 18-24 h; Potency, µM (doses to about 46 µM), without a hit: top-dose activity change, negative = inhibition, most hits filed as inhibitors; 2.1% of 360,000 active; note: potency is the fitted concentration of half-maximal effect; % is set by controls: 0 for no effect and ±100 for the full control effect; nearly all actives have a fitted effect of over 60% in size
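A549 ARE_Fluc cells, 5000/well, 5% FBS OPTI-MEM; compounds in dose-response, 18-24 h at 37 °C/5% CO2; CellTiter-Fluor viability read (Ex 405/Em 525), then BugLite luciferase luminescence = Nrf2 activity.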
IL-2 act = IL-2 activation | AID 652025 | IL-2 activation reporter assay, cell-based qHTS; stimulated with anti-CD3/CD4/CD28 beads; in transgenic mouse T cells | activation, % (series mostly up to about 46 µM) | 0.065% of 360,000 active; in the data active = activation above about 50%; inconclusive = mostly about 30% to 49%; note: 0% is about no effect
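First, unstimulated transgenic mouse T cells were exposed to compound for 60 min. Next, anti-CD3/anti-CD4-coated beads with anti-CD28 were added. Finally, after 18 h at 37 degrees C, EGFP and DsRed were imaged.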
S2 tox = reduces viability in counter-screen for ATXN expression inhibitors; S2 cells (HEK-293 line with an ATXN2-luciferase reporter) viability, CellTiter-Fluor protease fluorescence, 24 h; Potency, µM (series often up to 56.7 µM), usual class: cytotoxic; 0.49% of 400,000 active; AID 651635; note: potency is the fitted concentration of half-maximal effect; nearly all actives have a fitted effect of over 40% in size
A549 tox = kills or reduces viability of A549 cells in Nrf2 counter-screen; AID 504648; Potency, µM (doses to about 46 µM), inactives show at the top dose activity change, negative = cytotoxicity, actives largely listed as inhibitors; 0.16% of 390,000 active; A549 ARE-Fluc cells, CellTiter-Fluor viability, 18-24 h; note: potency is the fitted concentration of half-maximal effect; % is set by controls: 0 for no effect and ±100 for the full control effect
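Cytotoxicity counterscreen: CellTiter-Fluor fluorescence was measured in A549 ARE_Fluc cells after 18-24 h of compound exposure in a concentration series. The subsequent BugLite luminescent read reports ARE-luciferase activity.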
ATXN2 expr inh = ATXN2 expression inhibition; HEK-293 ATXN2-luciferase reporter, luminescence, 24 h; Potency, µM (doses to about 57 µM), without a hit: at the highest dose activity change, negative = inhibition, actives largely listed as inhibitors; 0.72% of 360,000 active; note: potency is the fitted concentration of half-maximal effect; % is set by controls: 0 for no effect and ±100 for the full control effect; nearly all actives have a fitted effect of over 55% in size
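qHTS (up to 57 uM final) was run with 24 h compound exposure of reporter cells at 37 °C. Each well was multiplexed: SteadyGlo luminescence measured ATXN2-luciferase expression after a fluorogenic Gly-Phe-AFC viability readout (25 uM final).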
TGFb inhibitor = inhibitors of TGF-b signaling; HepG2 CAGA-GFP TGF-b/SMAD3 reporter, GFP fluorescence, 18 h; TGF-beta stimulated, 500 pg/mL final; Potency, µM (doses to about 46.1 µM), for inactives: at the highest dose activity, negative = inhibition, usual class: inhibitors; 1.2% of 410,000 active; note: potency is the fitted concentration of half-maximal effect; % is set by controls: 0 for no effect and ±100 for the full control effect; nearly all actives have a fitted effect of over 65% in size
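Per well, imaged GFP fluorescence of HEPG2 CAGA-GFP cells gives the signal; cells get compound, then TGF-beta (500 pg/mL final), 18 h at 37 degrees C; %Activity versus -TGF-beta and +DMSO controls.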
* = called active by the depositor; i = inactive; ? = inconclusive; · = not tested or not shown; & = joins results of further samples; [ ] = dose if it differs, or a comment. Unless noted, calls come from the whole dose curve; as a rule, active = well fitted curve in the direction sought with a large enough effect; inconclusive = small, poorly fitted or top-dose-only effect, or another doubt; inactive = no such curve, though single readings can be large; an effect the other way counts as inactive or inconclusive.

SMILES | Nrf2 activator | EPAC2 ag | HepG2 viability | Nrf2 block | IL-2 act | S2 tox | A549 tox | ATXN2 expr inh | TGFb inhibitor
CN(C)S(=O)(=O)c1ccc2c(c1)N(CC(=O)Nc1cccc(C(F)(F)F)c1)C(=O)CS2 | 1.1% | · | -20% | -12% | · | ? | 0% | 0% | ?
COC1=CC(=O)OC(c2ccc(OC)cc2)C1 (configuration not stated) | 0.1% | 4% | -1% | 3% | -0.6 | i | -3% | 1% | 5%
COc1ccc(CNC(=O)[C@H](C)NC(=O)[C@@H]2Cc3ccccc3CN2)cc1 | -0.7% | 8% | 1% | 4% | -2.2 | i | -2% | -2% | 2%
Cc1cc2nc(-c3ccc(NC(=O)C(C)C)cc3)oc2cc1C | -0.5% | 4% | -1% | ? | -0.8 | ? | -4% | 75%[activator] | -18%
O=C(O)c1nn(-c2ccccc2C(F)(F)F)cc1O | -0.2% | 4% | 12% | 1% | 0.2 | i | 1% | · | -2%
O=C(c1ccc(Cl)c(Cl)c1)N1CCC(=O)N([C@H](COCc2ccc(Cl)cc2)Cc2ccccc2)CC1 | 0.5% | 10% | · | · | -0.4 | ? | · | ? | ·
CCOc1c2ccc(C(=O)NCC34CC5CC(CC(C5)C3)C4)cc2nn1CC | 2.7% | 10% | -12% | -7% | 0.6 | i | 9% | -14% | 2%
CSc1ccc(S(=O)(=O)NCc2ccc(C)cc2)cc1 | -0.2% | 5% | -45% | -1% | 0.2 | i | 10% | -23% | -8%
COc1ccc(OCCCN(C)Cc2ccccc2)cc1 | 2.1% | 6% | -3% | 4% | 0.6 | i | 14% | -17% | 0%
Cc1nn2c(N)c(-c3ccccc3)cnc2c1-c1ccc(Cl)cc1 | 12% | -10% | -35% | ? | -1.5 | i | 1% | 80%[activator] | ?
COc1cccc(NC(=O)COC(=O)C2CC(=O)N(c3ccc(C)cc3)C2)c1 (configuration not stated) | -0.7% | 5% | -2% | 10% | -0.1 | i | 4% | · | -5%
COc1c(OC)c2[nH]c(=O)cc3c4ccccc4n(c1=O)c23 | -0.8% | -6% | -6% | 1% | -0.7 | · | -14% | -7% | 4%
c1ccc(C2[C@H]3CN(CC4CCCCC4)[C@H](c4ccccc4)C34CC2(c2ccccc2)C4)cc1 (some centres not stated) | -0.5% | 4% | -2% | 7% | 0.0 | ? | -3% | 13% | -1%
C=CCn1c(SCC(N)=O)nc2scc(-c3ccc(C)o3)c2c1=O | ? | 3% | -5% | ? | -1.7 | i | 12% | 47%[activator] | -11%
Clc1ccc(-c2c[n+](Cc3ccc(Cl)cc3Cl)c3n2CCCCC3)cc1 | -0.2% | -2% | -27% | ? | -2.8 | ? | -14% | ? | -23%
C/C(=N/NC(=O)CSc1nc2ccccc2n1C)c1ccncc1 | 1.4% | 17% | -6% | ? | -3.2 | i | 7% | -1% | 3%
CCOC(=O)C1CCCN(Cc2nc(N)nc(Nc3ccc(Cl)cc3)n2)C1 (configuration not stated) | 0.2% | -12% | 0% | 26µM* | -3.1 | i | -18% | -5% | 15%
C=C(C)c1cccc(C(C)(C)NC(=O)N2CCN(c3ccccc3)CC2)c1 | 0.4% | -2% | 0% | -5% | 0.3 | i | 0% | · | ?
COc1ccc(CN(CCC#N)CCC2(c3ccccc3)CC(C)N(C)CC2C)cc1OC (configuration not stated) | 4.1% | 5% | -11% | 2% | 1.2 | ? | -10% | ? | 1%
CN1CCN(c2nc(-c3ccccc3)ncc2S(C)(=O)=O)CC1 | 0.0% | 6% | -1% | -27% | -2.7 | i | 2% | -27% | 10%
CCOC(=O)c1cc2c(s1)-c1c(C)cccc1OC2 | 13% | 10% | -6% | ? | -4.1 | i | 14% | 14% | 13%
CCc1ccccc1N(CC(=O)NCC1CCCO1)C(=O)CCC(=O)Nc1nccs1 (configuration not stated) | -0.4% | 3% | 0% | 1% | -2.5 | i | -5% | -25% | -34%
COC(=O)c1cc(NC(=O)/C=C/c2ccc3c(c2)OCO3)cc(C(=O)OC)c1 | 0.4% | -4% | -1% | ? | -1.4 | ? | -17% | ? | -12%
O=C1c2cccc3cccc(c23)C(=O)N1OS(=O)(=O)c1ccccc1 | ? | 0%[15.6 µM] | -9% | 12% | -0.4 | i | 0% | 13% | -33%
C/C(=N\NC(=O)C(=O)Nc1c(C)n(C)n(-c2ccccc2)c1=O)c1ccc(Cl)s1 | -0.4% | 7% | -2% | -10% | 0.1 | i | -17% | -4% | 0%

3 entries out of the list, arranged by molecular weight, largest number first:
SMILES | Nrf2 activator | EPAC2 ag | HepG2 viability | Nrf2 block | IL-2 act | S2 tox | A549 tox | ATXN2 expr inh | TGFb inhibitor
CN(C)S(=O)(=O)c1ccc2c(c1)N(CC(=O)Nc1cccc(C(F)(F)F)c1)C(=O)CS2 | 1.1% | · | -20% | -12% | · | ? | 0% | 0% | ?
C=CCn1c(SCC(N)=O)nc2scc(-c3ccc(C)o3)c2c1=O | ? | 3% | -5% | ? | -1.7 | i | 12% | 47%[activator] | -11%
C/C(=N/NC(=O)CSc1nc2ccccc2n1C)c1ccncc1 | 1.4% | 17% | -6% | ? | -3.2 | i | 7% | -1% | 3%

Going on with the list.
SMILES | Nrf2 activator | EPAC2 ag | HepG2 viability | Nrf2 block | IL-2 act | S2 tox | A549 tox | ATXN2 expr inh | TGFb inhibitor
O=C1c2ccccc2C(=O)c2c1ccc(O)c2O | 2.7% | -4% | -26% | 14% | -0.3 | ? | -8% | -20%&-10% | -3%
CCOc1ccccc1N(CC(=O)N1CCCC1)S(C)(=O)=O | -0.3% | 6% | 1% | -5% | 0.2 | i | 1% | -3% | 8%
C/C(=N\NC(=O)COc1cccc(C)c1)c1ccc2ccccc2c1O | -1.6% | -3% | -59% | ? | 0.3 | i | -12% | ? | 5.6µM*
COC(=O)c1ccc(CCc2cc(O)ccc2O)cc1 | ? | 0% | -10% | ? | -0.1 | ? | -3% | ? | 0%
COc1ccc(S(=O)(=O)N2CCOCC2)cc1NC(=O)CCCOc1ccc(Cl)cc1C | 0.0% | -1% | -2% | -19% | -2.3 | ? | 6% | -27% | -29%
CCOc1ccc(-c2cn3c(n2)sc2cc(C(=O)NCCc4ccc(OC)cc4OC)ccc23)cc1 | 3.3% | · | -43% | 11% | · | · | 10% | · | 19%
Cc1cc(C)cc(NC(=O)C2C3C=CC(O3)C2C(=O)O)c1 (configuration not stated) | -0.3% | 0% | -3% | 1% | -2.0 | ? | -1% | -11%[2.22 µM] | 3%
COc1ccc(CCN(C)C/C=C/c2ccccc2)cc1OC | 0.9% | 3% | -36% | -1% | 0.2 | i | -8% | -22% | -11%
Cc1cc(Oc2ccc(-c3ccccc3)cc2)n2ncnc2n1 | ? | 7% | -25% | 24% | -3.5 | i | -6% | 76%[activator] | -4%
Cc1cccc(C(=O)OCC(=O)NN2C(=O)NC3(CCC(C)CC3)C2=O)c1O (configuration not stated) | 0.1% | -1% | -1% | -4% | -1.2 | i | -9% | 7% | -18%
CCC(=O)N1c2ccccc2CC1C(=O)NCCc1cc(OC)c(OC)c(OC)c1 (configuration not stated) | 1.0% | · | 9% | · | · | i | 8% | -6% | -1%
COc1cccc(CNC(=O)C2CCN(S(=O)(=O)c3c(C)noc3/C=C/c3cccs3)CC2)c1 | 4.7% | · | -16% | -5% | · | · | -3% | · | ?
O=C(NCCc1ccccc1)c1sc2ncccc2c1-n1cccc1 | 16% | · | -16% | · | · | ? | 0% | 22% | ?
COc1ccc(CCN2C(=O)C(Oc3ccccc3C)C2c2ccc3c(c2)OCO3)cc1OC (configuration not stated) | 0.3% | ? | -2% | ? | 1.7 | i | -2% | -16% | 3%
O=C(CNC(=O)c1ccco1)NCC(=O)OCc1ccccc1Br | 0.0% | -19% | -47% | -4% | -0.7 | i | 1% | 4% | -1%
CCc1nn2c(=O)cc(COC(=O)CNC(=O)COc3ccc(C)cc3)nc2s1 | 2.6% | · | 5% | ? | · | i | 0% | -22% | ?
CCN(CC)CCNC(=O)Cn1ncc2c3ccccc3n(Cc3ccc(Cl)cc3)c2c1=O | 3.1% | · | -1% | 13% | · | i | 0% | -7% | 39%
COc1ccc2c(C)nc(Nc3nc(-c4ccccc4)cc(=O)[nH]3)nc2c1 | 0.3% | -4% | -59% | ? | -3.6 | ? | -18% | -44% | 4µM*
CCc1ccc(/C=C2/Sc3ccccc3N(CC(=O)NCC3CCCO3)C2=O)cc1 (configuration not stated) | 3.6% | 8% | -4% | ? | -3.1 | i | -20% | -12% | 2%
COc1cccc(NC(=O)Cn2c(=O)oc3cc(S(=O)(=O)N4CCCCC4)ccc32)c1 | 3.3% | · | -12% | ? | · | i | 0% | -8% | ?
CCOc1ccc2nc(NC(=O)c3cc(=O)c4ccc(C)cc4o3)sc2c1 | -0.3% | · | -17% | 5% | · | i | -1% | 7% | -11%
COc1ccc(Nc2nc(-c3sc(C)nc3C)cs2)c(OC)c1 | 0.1% | 13% | 3% | ? | -0.2 | ? | -9% | -20% | 14%
Cc1ccccc1Nc1c(-c2ccc(N3CCOCC3)cc2)nc2cccc(C)n12 | 4.2% | · | -13% | ? | · | · | ? | -24% | -2%
CCOc1cc2c(cc1OCC)C(c1ccc(O)c(OC)c1)NCC2 (configuration not stated) | 0.1% | 4% | -1% | -4% | -2.9 | i | 7% | -13% | 0%
COc1ccc(N2CCC(CNC(=O)Nc3ccccc3)C2)cc1 (configuration not stated) | 2.4% | 1% | -21% | ? | 0.3 | i | 0% | -21% | -3%
Cc1c(Cl)ccc2c(C(O)CBr)cc(-c3ccccc3)nc12 (configuration not stated) | 3.0% | 11% | -63% | -9% | -0.8 | i | 13% | -22% | ?

Some entries already given, limited to S2 tox.
Molecule,S2 tox
COc1ccc(N2CCC(CNC(=O)Nc3ccccc3)C2)cc1 (configuration not stated),i
Cc1cc(Oc2ccc(-c3ccccc3)cc2)n2ncnc2n1,i
